# SMARCA2 act – increases SMARCA2 function in MMTV reporter cells; MG213 cells, MMTV-luciferase reporter, dexamethasone, overnight; actives 1% (n = 370,000); activation, % at 9.1 µM; in the data active = activation above about 7.8%;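 note: 0% = vehicle wells and 100% = reference activator wells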
# GC-A act – GC-A (human) enzyme activation; P16066; HEK293 GC-A cells, cGMP TR-FRET, EC30 ANP; 0% at EC30 ANP, 100% saturating ANP; activation, % at 10 µM; actives 0.14% (n = 370,000); AID 1671463; in the data active = activation above about 40%
# HTRA1 inhibitor – HTRA1 (human) protease inhibition; Q92743; recombinant HTRA1, FP-rhodamine activity-based probe, fluorescence polarization; inhibition, % at 5.96 µM; actives 0.5% (n = 340,000); AID 504803; in the data active = inhibition above about 36%;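 note: 0% = enzyme with DMSO and 100% = wells lacking enzyme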
# mABHD4 FP – inhibitors of mouse ABHD4 | Q8VD66 | purified mABHD4, FP-Rh probe fluorescence polarization | inhibition, % at 8.92 µM | actives 0.54% (n = 370,000);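 active = inhibition exceeding the mean over every tested compound plus 3 SD, cut at about 30% in these data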;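 note: 0% = plate median of compound wells and 100% = S159A mutant with DMSO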
#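 Test system: mouse ABHD4 enzyme, wild type. Reagent: FP-Rh fluorescent activity-based probe, added after compound pre-incubation. Timing: pre-incubation 45 min, probe exposure 60 min, at 25 °C. Technique: FP readout, ex 525 nm / em 598 nm. Benchmarks: high control S159A mutant with DMSO, low control median of compound wells.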
# PG9 binder – binds the HIV-1 gp120 antibody PG9; AID 624416; inhibition, % at 6.7 µM; TR-FRET gp120-PG9 antibody binding; actives 0.43% (n = 360,000); in the data active = inhibition above about 8.5%
# Rev-erbA mod – modulates human Rev-erb alpha binding to DNA. Rev-erbα–FITC-DNA binding, fluorescence polarization, 90 min. activity, % at 10 µM. actives 0.79% (n = 370,000). AID 1259318;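 active = activity above about 14%, limit read from the data; passing the limit was not always enough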;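 note: 0% = DMSO wells with 35 nM protein and 100% = DMSO wells with 750 nM protein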
# ARFGAP1 inhibitor – rat ARFGAP1 inhibition; inhibition, % at 16.5 µM; actives 0.26% (n = 360,000); Arfgap1-stimulated ARF1 GTP hydrolysis, GDP FP detection; Q62848;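 active = inhibition above a per-plate limit, mean inhibition of low control wells plus 3 SD, cut at about 25% in these data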;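 note: 0% = DMSO wells with enzyme and 100% = wells lacking Arfgap1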
#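 Assay system: Rat Arfgap1 GAP domain (His6, aa 1-136), purified enzyme | Buffer or medium: HEPES 25 mM pH 7.5, NaCl 150 mM, MgCl2, DTT | Schedule: GTP hydrolysis reaction 2 h at 25 °C | Signal: FP of antibody-bound GDP Alexa 633 tracer, ex 620/em 688 nm | Measure: Percent inhibition of Arfgap1-stimulated GTP hydrolysis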
# ASAP1 inh – ASAP1 ArfGAP inhibition | Q9ULH1 | ASAP1-stimulated ARF1 GTP hydrolysis, GDP FP detection | inhibition, % at 16.5 µM | actives 0.19% (n = 360,000) | AID 624377; in the data active = inhibition above about 25%;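 note: 0% = vehicle with enzyme and substrate and 100% = no enzyme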
# NPR2 activator – GC-B (human) receptor activation. P20594. HEK293-GC-B cells, CNP EC30, cGMP TR-FRET; 0% at EC30 CNP, 100% saturating CNP. activation, % at 10 µM. actives 0.11% (n = 370,000);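 active = activation at 10 µM reaching about 35% in either raw or pattern-adjusted values, limit read from the data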
# Target sequence (P20594 whole entry, looked up): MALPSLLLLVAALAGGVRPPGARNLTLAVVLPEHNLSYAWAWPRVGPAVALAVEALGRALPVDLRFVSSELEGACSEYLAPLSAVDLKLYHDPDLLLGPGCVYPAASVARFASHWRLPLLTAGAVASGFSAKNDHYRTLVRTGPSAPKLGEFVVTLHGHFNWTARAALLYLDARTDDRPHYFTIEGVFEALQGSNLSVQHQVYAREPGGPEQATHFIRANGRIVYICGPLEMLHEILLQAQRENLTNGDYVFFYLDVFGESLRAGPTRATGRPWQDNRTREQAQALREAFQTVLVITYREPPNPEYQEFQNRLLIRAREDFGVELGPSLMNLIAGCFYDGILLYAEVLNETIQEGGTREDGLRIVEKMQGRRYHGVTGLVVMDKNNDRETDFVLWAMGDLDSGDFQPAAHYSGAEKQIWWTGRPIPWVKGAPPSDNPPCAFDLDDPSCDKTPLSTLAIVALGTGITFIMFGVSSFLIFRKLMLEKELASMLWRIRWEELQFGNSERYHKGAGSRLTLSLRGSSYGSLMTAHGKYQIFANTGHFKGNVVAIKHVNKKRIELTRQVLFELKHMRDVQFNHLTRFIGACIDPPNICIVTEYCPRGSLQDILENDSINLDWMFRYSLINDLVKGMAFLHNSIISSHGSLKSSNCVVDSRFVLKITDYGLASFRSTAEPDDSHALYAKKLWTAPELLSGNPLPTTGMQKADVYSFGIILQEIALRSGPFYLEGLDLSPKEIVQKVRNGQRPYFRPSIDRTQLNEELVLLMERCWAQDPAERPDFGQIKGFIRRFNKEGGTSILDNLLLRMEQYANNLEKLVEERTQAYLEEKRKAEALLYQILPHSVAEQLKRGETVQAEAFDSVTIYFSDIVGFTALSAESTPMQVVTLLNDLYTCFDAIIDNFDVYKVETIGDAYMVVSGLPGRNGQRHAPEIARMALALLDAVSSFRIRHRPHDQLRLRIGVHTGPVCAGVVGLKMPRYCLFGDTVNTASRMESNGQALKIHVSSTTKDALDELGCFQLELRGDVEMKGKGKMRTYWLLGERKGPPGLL
# rCAG binder – binds r(CAG) RNA repeats | r(CAG) RNA repeat, TO-PRO-1 dye displacement fluorescence | inhibition, % at 3 µM | actives 1.3% (n = 370,000) | AID 651821;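 active = inhibition above the plate cutoff, the mean of all test compounds on that plate plus 3 SD, cut at about 35% in these data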;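 note: 0% = DMSO alone and 100% = 100 µM mitoxantrone as full dye displacement; higher means more dye released from RNA so lower well fluorescence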
# An asterisk follows results filed as active; / = no result given; & = joins results of further samples.
SMILES,SMARCA2 act,GC-A act,HTRA1 inhibitor,mABHD4 FP,PG9 binder,Rev-erbA mod,ARFGAP1 inhibitor,ASAP1 inh,NPR2 activator,rCAG binder
Cc1ccccc1CCN1CCCC(CN(C)C(=O)C(=O)c2ccco2)C1 (configuration not stated),1,0,0,4,-0.7,-4,-10,6,4,-3
COc1ccc(CNC(=O)CN(c2cc(C)cc(C)c2)S(=O)(=O)c2c(C)noc2C)cc1,2,0,-7,0,0.7,1,-2,11,-7,2
O=C1C2C3c4ccccc4C(c4ccccc43)C2C(=O)N1/N=C/c1cccc(O)c1 (configuration not stated),-1,-2,-14,-4,1.0,0,2,16,-5,2
COc1ccccc1C(=O)NC(C)c1ccccc1 (configuration not stated),-2,-8,1,4,1.0,-3,0,-1,11,-1
Cc1cc(/C=N/NC(N)=S)c(C)n1-c1ccc(Cl)c(Cl)c1,-1,-29,-4,7,-1.1,-2,-2,-6,-18,-2
COc1ccc2c(Cl)c(C(=O)N/N=C3\CCCC(=O)C3)sc2c1,-1,2,-21,-5,-1.5,-2,-9,-8,2,-12
CCOC(=O)N1CCN(C(=O)c2cn(C)c3ccc(S(=O)(=O)N4CCC(C)CC4)cc3c2=O)CC1,1,3,-6,5,-0.2,2,0,10,0,-5
Cc1ccoc1C(=O)N1CCCCC1C(=O)O (configuration not stated),-3,-2,0,-3,1.8,-2,-7,3,4,0
CCC(=O)Nc1ccc(C2=Nn3c(nnc3C(C)C)SC2)cc1,2,-6,6,-9,-1.6,-10,5,-4,-4,8
COC(=O)C1=C(C)N(Cc2ccc3c(c2)OCO3)C(=O)C1,2,4,-1,0,-2.7,1,-8,-9,4,5
O=C(Nc1ccc(F)cc1)OCCCN1C(=O)CCC12CCCCC2,8,0,/,-9,/,4,/,/,0,0
COc1ccc(OCC(=O)Nc2nc3ccccc3[nH]2)cc1,0,-2,-4,39*,-0.8,-1,3,2,-7,0
COc1cc(-c2cc(C(=O)NN3CCN(C)CC3)c3ccccc3n2)cc(OC)c1OC,7,2,/,4,-3.0,-2,-4,3,7,0
O=C(CCC1CCCCC1)Nc1ccc(C(=O)c2ccncc2)cc1,0,3,-4,-5,-1.0,0,1,-5,-4,-3
COc1ccc(Cl)cc1C1=NOC2(CCC2)C(=O)N1Cc1cccc(C#N)c1,0,-5,/,-3,-0.2,-12,-16,4,-6,0
O=C(Nc1ccc2c(c1)OCO2)C1CCCN1C(=O)NCc1ccccc1 (configuration not stated),-2,0,0,-1,-0.1,7,-3,8,3,0
Cc1ccc(-n2ncc3c(=O)n(CC(=O)NCc4ccco4)cnc32)cc1,3,2,3,-6,1.9,-4,1,5,0,1
N#CC(C(=O)Nc1ccccc1)=C1Nc2ccccc2N1,4,5,9,9,-1.5,7,-1,-4,0,3
O=C(Cc1ccc([N+](=O)[O-])cc1)N/N=C/c1ccco1,0,2,1,0,-0.7,-9,-12,4,1,5
COc1ccc(C(=O)OCC(=O)Nc2ccc(OC)c(S(=O)(=O)N3CCCCC3)c2)cc1[N+](=O)[O-],-2,0,-12,-20,1.8,7,11,8,-5,17
CCOC(NC(=O)c1ccccc1)C(NC(=O)c1ccccc1)OCC (configuration not stated),-1,0,5,5,0.9,-6,0,-1,1,-3
O=C(Cn1cnc2ccccc2c1=O)OCCCCN1C(=O)c2ccccc2C1=O,2,-2,-4,0,-1.9,-4,22,1,2,-3
CC1CCN(CCCNC(=O)CCNC(=O)Cn2cnc3ccccc3c2=O)CC1,-2,-1,3,-7,-0.4,-2,1,-9,3,1
O=C(CSc1cccs1)NCCc1ccccc1,0,1,2,-1,-1.3,2,-6,-6,3,-1
CSc1ccc(CN2CCC(C)(Oc3cccc(F)c3)C2)cc1 (configuration not stated),-2,1,/,7,0.7,5,-12,7,-1,-1
Cc1onc(-c2ccccc2)c1C(=O)Nc1ccc(OC(C)C)cc1,0,3,-10,-6,-1.5,-6,8,10,-3,1
O=C(c1ccccc1)c1cc(-c2ccccn2)c(N2CCOCC2)s1,1,-2,0,-1,2.8,0,-2,-1,-5,-7
Cc1nc2ccc(S(=O)(=O)NCC(=O)N(C)Cc3ccco3)cc2s1,3,3,0,10,1.1,4,7,-5,0,-1
O=C(/C=N/O)NCCCn1ccnc1,-4,1,2,-5,-1.6,3,-4,-3,7,-2
Cc1ccc(C)n1NC(=O)c1ccccc1,1,-3,8,2,-1.4,3,-3,-8,4,5
Cc1ccc(O)c(CO)n1,-2,3,0,-6,2.1,3,-8,0,9,-3
COc1cc(/C=C/C(=O)O)ccc1OS(=O)(=O)c1ccc(C)cc1,0,-3,2,-20,-1.1,1,-9,2,2,6
CN1C(C(=O)Nc2ccccn2)=C(O)c2sccc2S1(=O)=O,2,2,-4,2,1.1,-6&9,-1,2,-2,1
CCC(=O)N1CCC(C)(C(=O)Nc2ccc(OC)c(OC)c2)C1 (configuration not stated),1,2,/,7,1.6,-2,2,1,1,2
Cc1ccc(NC(=O)c2ccc(NC3=NC4CS(=O)(=O)CC4S3)cc2)cc1 (configuration not stated),-2,2,-4,3,1.5,-2,4,-12,1,6
CC(C)(C)N1[C@@H](CC(=O)O)c2cc(C(F)(F)F)ccc2S1(=O)=O,0,-2,1,3,3.1,-1,-3,-8,2,4
Cc1occc1C(=O)OCC(=O)Nc1ccc(F)cc1,3,-13,1,-12,-0.6,6,5,9,-3,6
Cc1ccc(-c2ccc(/C=N/N3C(=O)C4C5C=CC(C6CC56)C4C3=O)o2)c([N+](=O)[O-])c1 (configuration not stated),-2,-1,0,1,0.0,5,7,-7,5,1
Cc1ccccc1C(=O)Oc1ccc2ccc(O)cc2c1,6,4,-15,-13,-1.4,0,2,3,-1,12
CCCNC(C)C(=O)Nc1ccccc1C (configuration not stated),-2,-4,4,8,2.7,-3&-4,9,-4,-1,1
Nn1c(SCC(=O)Nc2ccc3c(c2)CCC3)nnc1C1CC1,-1,0,-2,2,0.7,4,-2,-9,-1,0
CCN(C(=O)CSc1nnc(Nc2ccccc2C)s1)C1CCS(=O)(=O)C1 (configuration not stated),-3,-3,0,-1,-1.0,1,3,-1,2,2
CC1=CCC(C(=O)O)C(C(=O)Nc2ccc(-c3nc4ccc(C)cc4s3)cc2)C1 (configuration not stated),7,7,-34,-7,0.3,4,-8,-8,-2,67*
CCCc1nn(C)c(C(=O)Nc2ccccc2)c1Cl,-1,3,-4,2,-1.0,0,2,-5,0,-6
Cc1ccc(Cl)cc1NC(=O)CC1NCCNC1=O (configuration not stated),1,8,5,-3,1.3,-4,4,3,0,0
CCN1CCN(Cc2ccc(NC(=O)c3cc(NC(=O)N4CCNC4=O)cc(OC)c3)cc2C(F)(F)F)CC1,7&3,0&0,-14&-2,0&-21,0.7&-1.6,1&1,9&2,-4&4,5&-8,1&0
O=C(NC1CCCCC1)C(c1ccco1)N(CCc1ccccc1)C(=O)C(F)(F)F (configuration not stated),4,-8,-6,12,-2.6,1,0,-3,-4,-4
O=C(Nc1cccc(Cl)c1Cl)c1csc([C@@H]2O[C@H](CO)[C@@H](O)[C@H]2O)n1,0,1,/,-3,0.6,8,-3,-8,2,2
Cc1nn(-c2ccccc2)c(C)c1/C=N/n1c(-c2ccccc2Br)n[nH]c1=S,-3,-4,-3,-11,4.1,0,-2,9,-8,18
O=C(N/N=C/c1cn(-c2ccccc2)nc1-c1cc2ccccc2o1)c1c[nH]c2ccccc12,3,-7,-94,-61,-2.8,6,8,-1,1,12
Cn1cnc2cc(NC(=O)COc3ccccc3)ccc21,4,3,-2,-4,-0.2,1,10,8,0,4
CC(CCc1ccccc1)NC(=O)COC(=O)c1cccc2ccccc12 (configuration not stated),1,-1,-41,1,-0.7,7,3,-11,-2,1
CC1CCc2c(sc3ncn(CCO)c(=O)c23)C1 (configuration not stated),5,1,6,16,-0.1,3,16,1,1,-2
CCOc1ccc(CCNC(=O)c2nn(C)c3c2CS(=O)(=O)c2ccccc2-3)cc1OCC,3,-5,-5,-2,-2.2,5,13,9,0,-6
Cc1nnc(NC(=O)CSc2nnc(Cc3cccn3C)n2-c2ccccc2)s1,-1,0,-2,-8,-1.3,10,2,-9,2,7
O=C(NCC1CCCO1)c1ccc(S(=O)(=O)N2CCC(c3nc4ccc(Cl)cc4[nH]3)CC2)cc1 (configuration not stated),-4,0,-15,-5,1.1,-1,22,-4,0,-1
CCSCCC(NC1=CC(=O)CC(C)(C)C1)C(=O)O (configuration not stated),2,-7,5,4,-0.7,2,5,-6,-9,1
Cc1c2c(nc3nnnn13)CCCC2,0,0,4,2,-0.7,2,-3,-2,2,-1
CCC1(C)CC(C(N)=S)CCO1 (configuration not stated),-3,15,6,-2,0.0,1,9,-9,12,-2
O=C(NCCc1ccccc1)C1CCN(C2CCN(C(=O)CC3=CCCCC3)CC2)CC1,0,1,2,-8,-0.4,-1,-6,-13,-3,-9

# 5 entries from above, sorted by the value under HTRA1 inhibitor, largest number first:
smiles	HTRA1 inhibitor
CCN(C(=O)CSc1nnc(Nc2ccccc2C)s1)C1CCS(=O)(=O)C1 (configuration not stated)	0
Nn1c(SCC(=O)Nc2ccc3c(c2)CCC3)nnc1C1CC1	-2
Cc1nn(-c2ccccc2)c(C)c1/C=N/n1c(-c2ccccc2Br)n[nH]c1=S	-3
O=C(NC1CCCCC1)C(c1ccco1)N(CCc1ccccc1)C(=O)C(F)(F)F (configuration not stated)	-6
O=C(N/N=C/c1cn(-c2ccccc2)nc1-c1cc2ccccc2o1)c1c[nH]c2ccccc12	-94

# Further entries
SMILES,SMARCA2 act,GC-A act,HTRA1 inhibitor,mABHD4 FP,PG9 binder,Rev-erbA mod,ARFGAP1 inhibitor,ASAP1 inh,NPR2 activator,rCAG binder
Cc1c(C2(c3c(C)n(C)n(-c4ccccc4)c3=O)C(=O)Nc3ccc(F)cc32)c(=O)n(-c2ccccc2)n1C,1,1,3,-4,0.6,-3,23,8,5,-4
O=C1CN(C(=O)CNC(=O)c2cccc(Cl)c2)c2ccccc2N1,-4,0,-5,-3,1.5,0,0,2,0,0
CN(CC(=O)Nc1cccc(F)c1)C(=O)c1ccc(N2CCCC2)c([N+](=O)[O-])c1,-5,3,-2,6,-0.8,-1,6,-10,1,2
CCOc1cc(C2C3=C(CCCC3=O)N(CCC(=O)O)C3=C2C(=O)CCC3)ccc1OS(=O)(=O)c1ccc(C)cc1,-3,4,2,7,-1.5,-2,3,0,3,22
Cc1ccc(N(CC(=O)NCC2CCCO2)S(=O)(=O)c2ccc(Cl)cc2)cc1C (configuration not stated),-3,-12,-11,-7,1.2,5,-10,-9,-6,-9
CCOC(=O)CSc1nnc([C@H](Cc2ccccc2)NC(=O)OC(C)(C)C)o1,0,0,0,-3,-1.4,0,8,6,1,-9
Cc1ccccc1C1NS(=O)(=O)N=C1N (configuration not stated),8.0*,3,0,-3,0.7,2,-1,2,5,7

# Some of the entries so far, with bars between the fields.
Molecule | SMARCA2 act | GC-A act | HTRA1 inhibitor | mABHD4 FP | PG9 binder | Rev-erbA mod | ARFGAP1 inhibitor | ASAP1 inh | NPR2 activator | rCAG binder
Nn1c(SCC(=O)Nc2ccc3c(c2)CCC3)nnc1C1CC1 | -1 | 0 | -2 | 2 | 0.7 | 4 | -2 | -9 | -1 | 0
CCN(C(=O)CSc1nnc(Nc2ccccc2C)s1)C1CCS(=O)(=O)C1 (configuration not stated) | -3 | -3 | 0 | -1 | -1.0 | 1 | 3 | -1 | 2 | 2
